Source: PubChem
IDE act: human IDE activators in live cells, primary screen, fluorescence polarization, HEK cells, FAbeta-B substrate. activation, % at 5.96 µM. FAbeta-B cleavage; 0% vehicle, 100% cell-free pure enzyme wells. AID 493087, 2011. Insulin-degrading enzyme (Homo sapiens), P14735. 340,000 compounds, 0.073% hits;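 active means activation above the mean of all tested compounds plus 3 SD, set per screening campaign, cut at about 17% in these data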
Target sequence (P14735 whole entry, looked up): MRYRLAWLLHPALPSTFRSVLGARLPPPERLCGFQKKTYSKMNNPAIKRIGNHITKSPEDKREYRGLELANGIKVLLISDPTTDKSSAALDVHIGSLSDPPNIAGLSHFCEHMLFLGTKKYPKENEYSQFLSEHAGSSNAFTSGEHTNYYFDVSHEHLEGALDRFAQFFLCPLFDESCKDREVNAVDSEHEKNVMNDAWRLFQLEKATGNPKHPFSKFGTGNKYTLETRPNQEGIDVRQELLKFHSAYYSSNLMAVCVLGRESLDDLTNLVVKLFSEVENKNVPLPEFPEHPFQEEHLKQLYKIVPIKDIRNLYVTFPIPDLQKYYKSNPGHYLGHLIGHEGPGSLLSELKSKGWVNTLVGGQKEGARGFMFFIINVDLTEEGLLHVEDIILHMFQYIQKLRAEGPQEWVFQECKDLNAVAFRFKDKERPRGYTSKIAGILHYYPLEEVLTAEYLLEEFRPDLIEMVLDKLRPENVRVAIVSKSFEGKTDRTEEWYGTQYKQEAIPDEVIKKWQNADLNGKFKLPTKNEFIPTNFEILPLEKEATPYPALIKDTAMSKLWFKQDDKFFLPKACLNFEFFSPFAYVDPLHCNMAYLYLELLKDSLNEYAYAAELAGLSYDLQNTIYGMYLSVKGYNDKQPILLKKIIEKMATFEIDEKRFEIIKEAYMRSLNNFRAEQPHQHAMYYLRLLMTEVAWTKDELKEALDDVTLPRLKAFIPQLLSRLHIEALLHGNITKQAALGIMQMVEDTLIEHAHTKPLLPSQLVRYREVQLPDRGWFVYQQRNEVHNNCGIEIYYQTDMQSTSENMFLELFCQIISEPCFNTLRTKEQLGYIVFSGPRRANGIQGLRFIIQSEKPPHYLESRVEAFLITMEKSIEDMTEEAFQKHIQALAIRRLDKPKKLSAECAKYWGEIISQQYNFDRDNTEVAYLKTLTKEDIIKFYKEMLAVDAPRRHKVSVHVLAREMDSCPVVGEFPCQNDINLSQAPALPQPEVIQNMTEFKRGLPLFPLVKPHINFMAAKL
* marks the source's active call; other numbers are inactive results.

item	IDE act	Compound
1	4.8	COc1cc(OC)c2c3c(c(C4CCCCC4)nc2c1)CCCC3
2	4.0	CC(=O)c1ccc(NC(=O)c2ccc(N3CCCC3=O)cc2)cc1
3	4.5	Oc1c(CN2CCCCC2)ccc2cccnc12
4	2.9	Cc1ncc2c(n1)NC(=O)NC2
5	3.8	COc1ccccc1COC(=O)CN1C(=O)NC2(CCCCC2C)C1=O (stereo unspecified)
6	0.0	CC1(C2CCC3(C)OC3C2)CO1 (stereo unspecified)
7	1.9	Oc1c(Cl)cc(Cl)c(Cl)c1CN1CCOCC1
8	-3.7	CCN(C(=O)CSc1nnc(-c2cccc(F)c2)n1N)c1c(N)n(Cc2ccccc2)c(=O)[nH]c1=O
9	6.7	O=C1C2C3C=CC(O3)C2C(=O)N1N=C1CCCCC1 (stereo unspecified)
10	4.6	Cc1cccc(NC(=O)CN(C)C(=O)c2ccc3ccccc3n2)c1C
11	4.6	O=C(NCC(=O)N1CCN(S(=O)(=O)c2c(F)cccc2F)CC1)c1ccccc1F
12	2.4	Cc1ccc(S(=O)(=O)N(CCCc2c(C)nc[nH]c2=O)c2ccccc2)cc1
13	2.5	Clc1ncnc2[nH]ccc12
14	1.8	Cc1cc(C(=O)NCC2CCCO2)sc1C (stereo unspecified)
15	-0.8	CC1(C)COC(c2cc3c(cc2Br)OCO3)OC1
16	2.6	Cc1cn(CC(=O)NCc2ccccc2)c(=O)[nH]c1=O
17	-1.3	COc1ccccc1C(CNC(=O)CN1C(=O)NC(C)(c2ccc3ccccc3c2)C1=O)N1CCCC1 (stereo unspecified)
18	2.4	Cc1ccc(Nc2nc(Cl)nc3ncn(C)c23)c(C)c1
19	-0.1	O=S(=O)(/C(=C\c1ccc(C(F)(F)F)cc1)c1nc2ccccc2[nH]1)c1ccccc1
20	1.1	O=C(Cc1cccc(NC(=O)C2CCCN(C(=O)CCc3ccccc3)C2)c1)Nc1cccc(C(=O)N2CCOCC2)c1 (stereo unspecified)
21	7.0	Clc1nnc2c3ccccc3ccn12
22	-4.6	CCC(c1ccccc1)C(CC)c1cc(O)c(O)c(O)c1 (stereo unspecified)
23	7.2	O=C(Cn1c(C(=O)c2ccccc2)nc2ccccc21)c1ccc(Cl)cc1
24	5.5	Cc1cc(N)cc(C)c1-c1c(Br)cc(N)cc1Br
25	0.4	CC(=O)Nc1ccc(C(=O)COC(=O)C2CC2)c(F)c1
26	3.8	COc1cc(N=Nc2ccc(C)cc2S(N)(=O)=O)c(C)cc1N
27	4.5	C=CCN1C=C(C(=O)c2ccccc2)C(=O)CC1
28	-2.8	CN(C)c1ccc2cc(S(=O)(=O)O)cc(O)c2c1
29	2.1	COc1ccc(S(=O)(=O)N(C)C)cc1NC(=O)C1CCN(c2ncnc3sc(C)c(C)c23)CC1
30	1.3	O=C(O)CSc1nc2ccc(Br)cc2[nH]1
31	-0.9	Cc1sc2nc(CSCC(=O)N3CC(C)OC(C)C3)[nH]c(=O)c2c1C (stereo unspecified)
32	2.4	CCCCC(CC)CN1CN(CC(CC)CCCC)CC(C)(N)C1 (stereo unspecified)
33	5.7	COc1nnc(-c2ccc(N3CCCCC3)c(NC(=O)COc3ccccc3)c2)c2ccccc12
34	3.4	NN=C1C(=O)c2cccc3cccc1c23
35	-1.6	CN(C)S(=O)(=O)c1cccc(NC(=O)COc2cccc3ccccc23)c1
36	0.5	Nc1ncnc2c1ncn2[C@@H]1O[C@H](CNC(=O)[C@@H](N)C2CCCCC2)[C@@H](O)[C@H]1O
37	4.8	CCCNC(=O)CCNC(=O)[C@H](O)C(C)(C)CO
38	5.0	O=C(C[C@H]1C[C@H](C(=O)N2CCOCC2)[C@@]2(CCC3CCCC3)c3[nH]c4ccc(Cl)cc4c3CCN2C1=O)NCc1ccco1
39	-3.6	O=C(C1CCCCC1)N1CCC(c2nc3c(nnn3Cc3ccccc3Cl)c(=O)[nH]2)CC1
40	5.1	COc1ccccc1C1CC(=O)Oc2cc(C)cc(C)c21 (stereo unspecified)
41	3.4	O=C1c2ccccc2[C@@H]2C[C@@H](O)[C@H](Nc3cccc(Cl)n3)CCN12
42	-3.2	O=C(O)/C=C/C(=O)Nc1cccc2c1-c1ccccc1C2=O
43	-1.0	CCC1(c2ccc(Cl)cc2)NC(=O)N(CC(=O)NC2CCCC(C)C2C)C1=O (stereo unspecified)
44	6.1	COC(=O)c1ccccc1CC1Cc2cc3c(cc2C1=O)CCC3 (stereo unspecified)
45	-0.8	COC(=O)[C@@]1(Cc2ccccc2)[C@H]2C(=O)N(C)C(=O)[C@H]2[C@H]2CN=C(SCC3CC3)N21
46	-1.9	Cc1ccc(S(=O)(=O)N2CCN(C(=O)CN3C(=O)NC(C)(c4ccc5ccccc5c4)C3=O)CC2)cc1 (stereo unspecified)
47	4.6	O=C(O)C1(Nc2ccccc2)CCCC1
48	4.5	CC1CC=C(O)C12OCC(C)(C)CO2 (stereo unspecified)
49	3.6	COC(=O)[C@@]1(C)[C@H]2C(=O)N(Cc3ccccc3)C(=O)[C@H]2[C@H]2CN=C(SCc3ccc(C)cc3)N21
50	4.7	O=S(=O)(Nc1ccc(-c2ccccc2)cc1)c1ccccc1

Additional results follow.
item	IDE act	Compound
51	3.8	CN(C(=O)c1cccc(NC(=O)Cc2ccc(NC(=O)C3CCN(C(=O)C4CCCCC4)CC3)cc2)c1)C1CC1
52	7.6	CC(C)C(NS(=O)(=O)c1ccccc1)C(=O)OCC(=O)NNC(=O)c1ccccc1 (stereo unspecified)
53	9.7	CC1CN(Cc2ccccc2)C(=S)N(c2ccccc2)C1=O (stereo unspecified)
54	-2.7	NC(=O)c1ccc(NC(=O)c2ccc(COc3ccccc3Br)cc2)cc1
55	6.6	COc1cc(C2CC(=O)Oc3cc(C)c(Cl)c(C)c32)cc(OC)c1OC (stereo unspecified)
56	6.4	CC(C)NC(=O)NC(=O)CSc1ccc(S(=O)(=O)N2CCOCC2)cn1
57	3.1	O=S(=O)(c1ccccc1)C1CC1(c1ccccc1)c1ccccc1 (stereo unspecified)
58	2.7	COC(=O)C[C@H](NC(=O)Cn1cnc2c(NCc3ccccc3)ncnc21)C(=O)OC
59	0.9	O=C(O)C1=C(C(=O)O)C2C=CC1C2
60	6.1	O=[N+]([O-])c1ccc(S(=O)(=O)NN=CCCc2ccccc2)cc1

By substructure: the entries above containing a COOH group (four)
item	IDE act	Compound
30	1.3	O=C(O)CSc1nc2ccc(Br)cc2[nH]1
42	-3.2	O=C(O)/C=C/C(=O)Nc1cccc2c1-c1ccccc1C2=O
47	4.6	O=C(O)C1(Nc2ccccc2)CCCC1
59	0.9	O=C(O)C1=C(C(=O)O)C2C=CC1C2

Later entries
item	IDE act	Compound
61	1.8	Oc1ccccc1C=NN=Cc1ccccc1Cl
62	1.9	CCOc1ccc(OCC(=O)OCC(=O)Nc2ccccc2C#N)cc1
63	4.5	C=CCOC(=O)N1CCC2CC1c1cc(-c3cccc(C)c3)ccc12 (stereo unspecified)
64	2.9	Cc1ccc(Cl)cc1NS(=O)(=O)c1ccccc1
65	-7.6	CCCCC(=O)NC(c1cccc([N+](=O)[O-])c1)c1ccc2cccnc2c1O (stereo unspecified)
66	1.4	CC(=O)NC(c1ccc(Cl)cc1)c1ccc2cccnc2c1O (stereo unspecified)
67	-4.2	Cc1ccc(C(=O)N2CCC(Cc3ccccc3)CC2)cc1S(=O)(=O)N1CCOCC1
68	-0.7	O=C1NC[C@H](Cc2ccccc2)N(C[C@H]2CCCN2C[C@H](Cc2ccccc2)N2C[C@H](Cc3ccccc3)N(CC3CCCCC3)C(=O)C2=O)C1=O
69	4.0	COCCCNC(=O)C[C@H]1C[C@H](C(=O)N(C(C)C)C(C)C)[C@@]2(C)c3[nH]c4cc(CCC(=O)N(C)C)ccc4c3CCN2C1=O
70	-3.1	Cc1ccc(N2C(=O)c3ccccc3C2(O)c2ccccc2)cc1 (stereo unspecified)
71	-3.7	COC(=O)c1ccc(CNC(=O)C(C)N=C2NS(=O)(=O)c3ccccc32)cc1 (stereo unspecified)
72	5.7	Cc1cc(C)c2c(=N)c3ccccc3n(CCCCCCCCn3c4ccccc4c(=N)c4c(C)cc(C)nc43)c2n1
73	9.5	CCOc1ncccc1C(=O)Nc1ccc(OC)c(S(=O)(=O)N2CCOCC2)c1
74	2.2	CCOc1ccc2oc(C(=O)OCC(=O)N(CC(C)C)c3c(N)n(Cc4ccccc4)c(=O)[nH]c3=O)c(C)c2c1
75	3.3	CCN(CC)S(=O)(=O)c1ccc(N2CCOCC2)c(NC(=O)c2nn(C)c(=O)c3ccccc23)c1
76	5.9	CCC(=Cc1ccccc1O)c1ccncc1
77	0.3	CN1C[C@@H]2[C@@H]3C(=O)N(C)C(=O)[C@@H]3[C@](C)(C1=O)N2C(=O)c1ccccc1
78	3.5	COc1cc(C2c3cc4c(cc3OC(Nc3ccc(C(=O)O)cc3)C2C)OCO4)cc(OC)c1OC (stereo unspecified)
79	6.4	COc1ccc2c(c1)CCCC2=O
80	-10.6	CCOC(=O)Nc1ccc2c(c1)C(=NO)c1ccccc1-2
81	3.2	COC(=O)C1C=CC(OC2OC(COC(C)=O)C(OC(C)=O)C(OC(C)=O)C2OC(C)=O)n2c(=O)n(-c3ccccc3)c(=O)n21 (stereo unspecified)
82	3.7	Cc1cccc(C)c1-c1ccc(CN2C(CC(C)C)C(=O)N(Cc3cn(CC4CCCCC4)nn3)CCS2(=O)=O)cc1 (stereo unspecified)
83	2.9	CC(=O)c1ccc(OCC(=O)Nc2cccc(C(=O)Nc3c(C)n(C)n(-c4ccccc4)c3=O)c2)cc1
84	0.6	COCCCNC(=O)CC1C[C@H](C(=O)N2CCCCC2)[C@@]2(CCc3ccccc3)c3[nH]c4ccc(OC)cc4c3CCN2C1=O (stereo partly specified)
85	0.8	Cc1ccc(C)c(C(=O)COC(=O)c2c(-c3ccccc3)noc2C)c1
86	-2.4	CC(C)NC1(C(N)=O)CCNCC1
87	-0.5	Nc1cc(N)nc(SCC(=O)NC2CCCCCCC2)n1
88	1.9	NC1(C(=O)O)CSSC1
89	3.3	CC[C@]12c3[nH]c4ccc(OC)cc4c3CCN1C(=O)C(CC(=O)NCC13CC4CC(CC(C4)C1)C3)C[C@@H]2C(=O)N1CCN(C(=O)C2CC2)CC1 (stereo partly specified)
90	1.2	CCOC(=O)C1=CN(Cc2cccc(-c3cccnc3)c2)S(=O)(=O)N(C)C1C (stereo unspecified)
91	-1.5	CCOC(=O)CC[C@H](NC(=O)Cn1cc(C)c(=O)[nH]c1=O)C(=O)OCC
92	4.2	CCN(CC)C(=O)[C@H]1C[C@H](CC(=O)NC(C)(C)C)C(=O)N2CCc3c([nH]c4ccc(Cl)cc34)[C@]12C
93	5.7	CCN(C(=O)COC(=O)COc1ccc2c(c1)CCC2)c1c(N)n(Cc2ccccc2)c(=O)[nH]c1=O
94	-2.4	CC/C(=C\c1ccc(N(C)C)cc1)c1ccncc1
95	0.3	CCOC(=O)C(C#N)=CN1CCN(C(=O)CCCl)c2ccccc21
96	3.4	O=C(CSc1ccc(S(=O)(=O)N2CCCC2)cn1)Nc1ccc([N+](=O)[O-])cc1C(F)(F)F
97	3.0	Cc1ccc(C)c(S(=O)(=O)N2CCN(C(=O)CN3C(=O)C4CC=CCC4C3=O)CC2)c1 (stereo unspecified)
98	0.7	O=C(C=Cc1ccccn1)c1ccccc1O
99	-4.5	Cc1ncc(C(=O)Nc2ccccc2)[nH]1
100	0.7	O=C(COC(=O)c1ccccc1)c1ccc2c(c1)OCCO2
101	0.1	NC(=O)c1ncn([C@@H]2O[C@H](CNCc3cccc4c3sc3ccccc34)[C@@H](O)[C@H]2O)n1
102	-0.2	Cc1ccc2oc3ccccc3c(=O)c2c1
103	-4.4	CC(=O)Nc1ccc(NC(=O)CSc2nnc(N)n2-c2ccccc2)cc1
104	-2.4	COc1ccccc1CCNC(=O)c1cccc(NC(=O)CC2SC(N3CCCCC3)=NC2=O)c1 (stereo unspecified)
105	-4.3	Cc1ccccc1CNC(=O)c1ccccc1SCC(=O)NCc1ccco1
106	-9.2	CC(=O)OC1CCC2(C)C(CCC3C2CC(=O)C2(C)C3CC(C3CCCC3=O)C2C(C)=O)C1 (stereo unspecified)
107	-10.1	CCC(/C=C1\Oc2ccc(OC)cc2N1C)=C\c1sc2ccccc2[n+]1CCCS(=O)(=O)[O-]
108	-7.6	O=C1C=C(C2OC(CO)C(O)C2O)C(=O)N1 (stereo unspecified)
109	7.4	COc1cc(C(=O)N2CCN(S(=O)(=O)c3ccc(C(C)C)cc3)CC2)ccc1OCC(=O)N1CCOCC1
110	3.8	Cc1cc(Cl)ccc1OCCCC(=O)Nc1cc(S(=O)(=O)N2CCOCC2)ccc1N1CCOCC1

Structures above that have a Cl atom, in the order listed:
item	IDE act	Compound
7	1.9	Oc1c(Cl)cc(Cl)c(Cl)c1CN1CCOCC1
13	2.5	Clc1ncnc2[nH]ccc12
18	2.4	Cc1ccc(Nc2nc(Cl)nc3ncn(C)c23)c(C)c1
21	7.0	Clc1nnc2c3ccccc3ccn12
23	7.2	O=C(Cn1c(C(=O)c2ccccc2)nc2ccccc21)c1ccc(Cl)cc1
38	5.0	O=C(C[C@H]1C[C@H](C(=O)N2CCOCC2)[C@@]2(CCC3CCCC3)c3[nH]c4ccc(Cl)cc4c3CCN2C1=O)NCc1ccco1
39	-3.6	O=C(C1CCCCC1)N1CCC(c2nc3c(nnn3Cc3ccccc3Cl)c(=O)[nH]2)CC1
41	3.4	O=C1c2ccccc2[C@@H]2C[C@@H](O)[C@H](Nc3cccc(Cl)n3)CCN12
43	-1.0	CCC1(c2ccc(Cl)cc2)NC(=O)N(CC(=O)NC2CCCC(C)C2C)C1=O (stereo unspecified)
55	6.6	COc1cc(C2CC(=O)Oc3cc(C)c(Cl)c(C)c32)cc(OC)c1OC (stereo unspecified)
61	1.8	Oc1ccccc1C=NN=Cc1ccccc1Cl
64	2.9	Cc1ccc(Cl)cc1NS(=O)(=O)c1ccccc1
66	1.4	CC(=O)NC(c1ccc(Cl)cc1)c1ccc2cccnc2c1O (stereo unspecified)
92	4.2	CCN(CC)C(=O)[C@H]1C[C@H](CC(=O)NC(C)(C)C)C(=O)N2CCc3c([nH]c4ccc(Cl)cc34)[C@]12C
95	0.3	CCOC(=O)C(C#N)=CN1CCN(C(=O)CCCl)c2ccccc21
110	3.8	Cc1cc(Cl)ccc1OCCCC(=O)Nc1cc(S(=O)(=O)N2CCOCC2)ccc1N1CCOCC1

A portion of the library; the hit share may differ from the screen's.
